# Giardia killer – Giardia lamblia killing. Giardia lamblia trophozoite viability. activity change, % at 7.66 µM, hits read low. 340,000 tested, 0.15% active; in the data active means activity change below about -80%; inconclusive means between about -30% and that limit;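 further: parasites exposed to compound for two days anaerobically before the ATP read; on the % scale 0 is the no-effect control and ±100 the full control effect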
#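 Giardia lamblia trophozoites (100 cells/well) were incubated with compounds for 48 h at 37 deg C under anaerobic conditions. Viability was read as ATP content by one-step luminescence after 15-30 min at room temperature.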
# Coupling enz – inhibits coupling enzyme system, counter-screen for aldolase hits | coupling enzyme system counterscreen, AmpLite Red fluorescence | activity change, negative = inhibition, % at 58.2 µM, hits read low | 290,000 tested, 0.67% active; in the data active means activity change below about -30%; further: on the % scale 0 is the no-effect control and ±100 the full control effect
#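 Coupling enzymes only (glyceraldehyde-3-phosphate) + compound, at 57.5 uM final, 10 min RT; add substrate/coupling/AmpLite Red mix, 20 min RT; fluorescence ex 525/em 598 nm. Actives flag coupling-system interference.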
# CXXC DNA block – inhibitors of human MLL CXXC domain-DNA interaction; MLL-CXXC / FITC-HOXA9 DNA fluorescence polarization; Potency, µM (top dose mostly 115 µM), for the others: at the highest dose activity change, negative = inhibition, most hits filed as inhibitors; 290,000 tested, 0.037% active; AID 2662; active means well fitted inhibition curve with a large enough effect in the polarisation, with a control signal flat, not every such curve was filed as active; inconclusive means small, poorly fitted or top-dose-only effect, or effect the other way, or a change in a side signal; inactive means no such curve, though single readings can be large or run the other way; the % refers to the polarisation; further: potency means the concentration at half of the fitted maximal effect
#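 Purified MLL-CXXC (added from a 7 uM solution) was preincubated 5 min at ambient with pinned compounds in 50 mM Tris-HCl pH 7.5, 50 mM NaCl, 1 mM DTT, 0.05% BSA. Fluorescein-labeled HOX-A9 DNA (50 nM solution) followed, 30 min, then polarization read.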
# GALK inhibitor – inhibitors of human galactokinase. P51570. Purified GALK, Kinase-Glo residual ATP luminescence. Potency, µM (series often up to 57.5 µM), for the others: at the top dose activity change, negative = inhibition, actives largely listed as inhibitors. 270,000 tested, 0.007% active. AID 1868; further: potency means the concentration at half of the fitted maximal effect; on the % scale 0 is the no-effect control and ±100 the full control effect
#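 Kinase-Glo Plus luminescence measured ATP left after a 1 h room-temperature reaction. The reaction used 5 nM GALK, 100 uM galactose and 35 uM ATP at pH 8.0 (20 mM HEPES, 5 mM MgCl2, 60 mM NaCl, 1 mM DTT, 0.01% BSA).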
# hERG WT inh – KCNH2 (human, wildtype) channel inhibition; activity change, % at 1.84 µM; 340,000 tested, 0.37% active; AID 720551; Q12809; U2OS, BacMam KCNH2, thallium flux FluxOr; stronger effect = lower value;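 active means maximum activity change below -70%; inconclusive means maximum activity change between -70% and -50%; inactive means maximum activity change above -50%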; further: on the % scale 0 is the no-effect control and ±100 the full control effect
#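 U2OS cells transduced with wild-type KCNH2 virus are loaded with FluxOr dye for 45 min, and thallium flux is measured in kinetic reads before and after stimulation buffer. Rate constants are normalized to DMSO controls.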
# Tb PFK inh – blocks T. brucei phosphofructokinase. O15648. T. brucei PFK, ADP-Glo luminescence. Potency, µM (series often up to 57.5 µM), for the others: at the top dose activity, negative = inhibition, usual class: inhibitors. 330,000 tested, 0.17% active. AID 485367;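 further: potency means the concentration at half of the fitted maximal effect; 0% = uninhibited 1x PFK enzyme wells and -100% = no-enzyme wells; nearly all actives have a fitted effect of over 60% in size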
#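 Compounds were pin-transferred as a titration series up to 57 uM into substrate buffer (0.5 mM F6P, 0.1 mM ATP, pH 8.0), then 1.25 nM PFK was added and reactions ran 45 min before ADP-Glo detection.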
# TCR act – activators of T cell receptors. primary human leukocytes, anti-CD3, IL-2 HTRF, 48 h. Potency, µM (doses to about 9.22 µM), without a hit: at the top dose activation of IL-2 secretion, actives largely listed as activators. 330,000 tested, under 10 active; further: % of control where 0% means no effect
#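 Human primary leukocytes + a-CD3 beads + cpd, 48 hr; IL-2 in supernatant by HTRF (ex 320nm / em 665nm). No co-stimulatory signal supplied.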
# TSHR antag – blocks TSH signaling through the human TSH receptor; P16473; TSHR-expressing cells, TSH-stimulated cAMP HTRF, 2 h; stronger effect = lower value; activity change, negative = inhibition, % at 11.5 µM; 330,000 tested, 0.2% active; AID 504810;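 active means activity change below a set negative limit, meaning inhibition stronger than a set level, cut at about -70% in these data; inconclusive means activity change between two set negative limits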; further: on the % scale 0 is the no-effect control and ±100 the full control effect
# Target sequence (P16473 whole entry, looked up): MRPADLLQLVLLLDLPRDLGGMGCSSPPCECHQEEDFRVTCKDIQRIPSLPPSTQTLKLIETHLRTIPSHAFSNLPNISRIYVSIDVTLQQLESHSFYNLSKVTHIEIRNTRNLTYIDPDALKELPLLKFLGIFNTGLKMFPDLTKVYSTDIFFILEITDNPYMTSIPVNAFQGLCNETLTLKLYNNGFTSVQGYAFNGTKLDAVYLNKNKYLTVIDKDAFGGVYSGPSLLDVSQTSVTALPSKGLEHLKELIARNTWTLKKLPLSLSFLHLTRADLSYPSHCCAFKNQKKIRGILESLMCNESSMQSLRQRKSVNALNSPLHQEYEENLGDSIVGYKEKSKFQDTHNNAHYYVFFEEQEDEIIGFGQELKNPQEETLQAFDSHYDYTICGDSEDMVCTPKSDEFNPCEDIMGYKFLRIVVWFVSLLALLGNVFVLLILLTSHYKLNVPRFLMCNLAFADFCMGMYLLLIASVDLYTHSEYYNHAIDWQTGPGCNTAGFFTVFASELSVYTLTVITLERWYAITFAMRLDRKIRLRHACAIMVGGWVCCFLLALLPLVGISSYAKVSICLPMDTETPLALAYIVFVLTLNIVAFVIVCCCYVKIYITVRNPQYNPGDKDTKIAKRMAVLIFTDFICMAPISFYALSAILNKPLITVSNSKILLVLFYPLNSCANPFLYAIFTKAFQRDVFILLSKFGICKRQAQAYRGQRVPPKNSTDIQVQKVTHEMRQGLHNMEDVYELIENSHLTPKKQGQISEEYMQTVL
#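 TSHR-expressing cells were treated with compounds, then stimulated with TSH at EC80 (4nM final) for 2 hours at 37 deg C. Cellular cAMP was measured by HTRF competition between lysate cAMP and cAMP-d2 for a cryptate-labelled anti-cAMP antibody.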
# AT treatment – candidate therapy for ataxia-telangiectasia; […] A-T fibroblasts, KAP-1 phosphorylation AlphaLISA; neocarzinostatin DNA damage 30 min before lysis; Potency, µM (series often up to 57.5 µM), for the others: top-dose activation, actives largely listed as activators; 320,000 tested, 0.19% active; AID 485349; further: potency means the concentration at half of the fitted maximal effect; % of control where 0% means no effect; nearly all actives have a fitted effect of over 45% in size
#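 hTERT-immortalized A-T patient fibroblasts ([…]), 500 cells/well in OPTI-MEM, 1% FBS, got compounds for 60 min, then NCS for 30 min at 37C. Lysates were then assayed for phospho-KAP-1 by AlphaLISA (anti-pKAP1 donor, anti-KAP1 acceptor beads), 6 hr at 25C.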
# BCR signal inh – chronic active BCR signaling inhibition. AID 493014. ABC-DLBCL IkBa-CBG/CBR reporter, luminescence ratio, 4 h. Potency, µM (top dose mostly 46.1 µM), without a hit: at the highest dose ratio change, negative = lower green/red ratio, actives largely listed as inhibitors. 340,000 tested, 0.05% active; active means well fitted inhibition curve with a large enough effect in the signal ratio, with a control signal flat, not every such curve was filed as active; inconclusive means small, poorly fitted or top-dose-only effect, or effect the other way, or a change in a side signal; the % refers to the signal ratio;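 further: potency means the concentration at half of the fitted maximal effect; plate controls were basal doxycycline-induced cells for no effect and cells given 10 µM MG132 for full effect; MG132 reads +100%, hits lower the ratio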
#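 Compounds up to 46 uM were incubated four hours with TMD8 cells whose green CBG68 luciferase is fused to IkappaBalpha; red CBR luminescence normalised the signal, and concentration-effect curves were fitted to fusion, red and ratio data.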
# An asterisk follows results filed as active; u = inconclusive; x = no result given; [ ] = remark or other dose. Unless noted, the call rests on the fitted dose curve; in most records, active means well fitted curve in the direction sought with a large enough effect; inconclusive means small, poorly fitted or top-dose-only effect, or another doubt; inactive means no such curve, though single readings can be large; an effect the other way counts as inactive or inconclusive.
SMILES,Giardia killer,Coupling enz,CXXC DNA block,GALK inhibitor,hERG WT inh,Tb PFK inh,TCR act,TSHR antag,AT treatment,BCR signal inh
COc1ccc(S(=O)(=O)N2c3ccccc3OCC2CC(=O)O)cc1 (configuration not stated),-7,0,4%,8%,-7,4%,-12%,-9,6%,1%
C=CCN(C)NC(=S)Nc1ccccc1,-4,-1,0%,2%,-4,1%,7%[46.1 µM],3,1%,2%
O=C(COC(=O)c1ccc(O)cc1O)NC1CCCCCC1,4,x,x,x,0,-5%,-2%,-15,-6%,u
Cn1ccc(C(=O)NC(=S)Nc2ccc([N+](=O)[O-])cc2O)n1,-10,x,3%,-3%,-18,-4%,-31%,3,3%,u
COc1ccc(C(C)=O)c(Oc2cc(NN3CCCCC3)c([N+](=O)[O-])cc2[N+](=O)[O-])c1,-15,8,-11%,x,6,-7%,-2%,4,2%,5%
Cc1ccccc1NC(=O)CN1C(=O)COc2ccc(Cl)cc21,12,0,-1%,1%,-4,-4%,-1%,-3,1%,11%
Cc1cc(C(=O)CN2C(=O)NC3(CCCc4sccc43)C2=O)c(C)n1-c1ccc(Cl)cc1 (configuration not stated),26,0,-3%,-2%,22,-2%,-1%[46.1 µM],7,-10%,-1%
CC1(C)CC(CCC(=O)NC(=S)Nc2ccccc2Cl)C(=O)O1 (configuration not stated),2,-2,6%,0%,x,1%,11%,-3,5%,u
N#Cc1ccccc1Cn1c(=O)n(-c2ccc(CC(=O)NCc3ccco3)cc2)c(=O)c2sccc21,-6,2,3%,0%,-4,-1%,2%,-2,-5%,-10%
COc1ccc(NC(=O)CNc2cc(S(=O)(=O)N3CCOCC3)ccc2N2CCOCC2)c(OC)c1,16,x,x,x,3,1%,0%,4,4%,3%
Cc1cc(C)c(S(=O)(=O)N2CCN(C3CC(=O)N(c4ccccc4Cl)C3=O)CC2)c(C)c1 (configuration not stated),-3,x,x,x,-2,10%,-3%,-7,4%,-6%
CS(=O)(=O)N1CCN(C(=O)c2cc3ccccc3oc2=O)CC1,10,-3,15%,1%,9,-1%,2%,-9,x,8%

# Part of the list above, with tabs.
mol	Giardia killer	Coupling enz	CXXC DNA block	GALK inhibitor	hERG WT inh	Tb PFK inh	TCR act	TSHR antag	AT treatment	BCR signal inh
Cn1ccc(C(=O)NC(=S)Nc2ccc([N+](=O)[O-])cc2O)n1	-10	x	3%	-3%	-18	-4%	-31%	3	3%	u
CS(=O)(=O)N1CCN(C(=O)c2cc3ccccc3oc2=O)CC1	10	-3	15%	1%	9	-1%	2%	-9	x	8%

# Rewritten with two lines to a compound: entries from further up.
# The line under a structure holds: Giardia killer | Coupling enz | CXXC DNA block | GALK inhibitor | hERG WT inh | Tb PFK inh | TCR act | TSHR antag | AT treatment | BCR signal inh
COc1ccc(NC(=O)CNc2cc(S(=O)(=O)N3CCOCC3)ccc2N2CCOCC2)c(OC)c1
    16 | x | x | x | 3 | 1% | 0% | 4 | 4% | 3%
Cc1ccccc1NC(=O)CN1C(=O)COc2ccc(Cl)cc21
    12 | 0 | -1% | 1% | -4 | -4% | -1% | -3 | 1% | 11%
Cc1cc(C(=O)CN2C(=O)NC3(CCCc4sccc43)C2=O)c(C)n1-c1ccc(Cl)cc1 (configuration not stated)
    26 | 0 | -3% | -2% | 22 | -2% | -1%[46.1 µM] | 7 | -10% | -1%
COc1ccc(C(C)=O)c(Oc2cc(NN3CCCCC3)c([N+](=O)[O-])cc2[N+](=O)[O-])c1
    -15 | 8 | -11% | x | 6 | -7% | -2% | 4 | 2% | 5%

# Next section:
SMILES,Giardia killer,Coupling enz,CXXC DNA block,GALK inhibitor,hERG WT inh,Tb PFK inh,TCR act,TSHR antag,AT treatment,BCR signal inh
CCCNC(=O)C1CN(S(=O)(=O)c2ccccc2)CCN1S(=O)(=O)c1ccccc1 (configuration not stated),-10,3,5%,-6%,21,0%,1%,0,-5%,1%
CCCCNc1c([N+](=O)[O-])cc(C(=O)O)cc1[N+](=O)[O-],0,11,0%,5%,4,3%,-4%[46.1 µM],-10,-2%,9%
Cc1ccc(C(=O)n2cnc3ccccc32)cc1C,-20,0,8%,2%,-3,-3%,-1%,0,-1%,u
COc1ccc(OC)c(NC(=O)CSc2nnc(-c3cccnc3)s2)c1,11,-6,-7%,2%,-6,-2%,-5%,3,5%,-2%
CS(=O)(=O)c1cnc(-c2ccccc2)nc1-c1ccc(Cl)c(Cl)c1,-18,2,-24%,0%,0,1%,-6%,-14,5%,1%
COCCN1CCn2c(nc3cc(NC(=O)c4ccc(OC)cc4)ccc32)C1,7,-5,1%,-3%,2,-15%,3%,-10,-3%,-6%
O=C(O)CCCCNS(=O)(=O)c1ccc(Cl)c(C(F)(F)F)c1,-8,8,6%,0%,2,-8%,-2%,11,-3%,-2%
Cc1cccc(N2CCN(S(=O)(=O)c3ccc4[nH]c(=O)c(=O)[nH]c4c3)CC2C)c1 (configuration not stated),x,4,-4%,0%,x,u,x,-3,5%,-3%
CCOC(=O)C1=NNC2C(=O)N(CC)C(=O)C12 (configuration not stated),-12,3,-1%,-1%,-5,1%,0%,5,3%,-5%
Cn1c(COc2ccc(Cl)cc2)nnc1SCc1ncc(-c2ccccc2)o1,-9,-8,10%,11%,-27,-7%,x,5,6%,-23%
CC(C)(C)OC(=O)N1CCCC(C(=O)CC#N)C1 (configuration not stated),20,-1,2%,-3%,0,1%,8%,-3,5%,2%
Cc1c(C(=O)N(CCC#N)c2ccccc2)sc2nc3n(c(=O)c12)CCCC3,12,1,5%,0%,5,0%,0%,1,-1%,9%
Cc1cccc(/C=C2\Sc3ccc(C(=O)N4CCC(C(N)=O)CC4)cc3N(C)C2=O)c1,-12,x,-3%,4%,3,5%,5%,-3,-9%,1%
COCCCn1c(=O)c2ccccc2n(Cc2ccccc2C)c1=O,-5,4,-1%,6%,-13,-4%,x,8,0%,u
COc1cc(Cl)c(C)cc1NC(=O)Cc1ccc(OC)c(OC)c1,-3,-4,3%,0%,0,3%,-6%,8,3%,u
O=C1CCCC2=C1C(c1cccs1)Nc1ccc3ncccc3c12 (configuration not stated),-3,-4,-6%,-3%,-4,-1%,-2%,16,-7%,-15%
CCCn1c(=O)c(C(=O)NCCCc2ccccc2)c(O)c2ccccc21,-7,-4,-4%,-3%,-4,-6%,6%,-2,9%,u
O=C(NCCCN1CCCC1=O)C(=O)Nc1cccc(F)c1,-26,x,x,x,-5,2%,6%,8,-1%,-26%
COc1cc(NC(=O)c2cc([N+](=O)[O-])ccc2NC(=O)CNCc2ccccn2)cc(OC)c1,4,2,37%[activator],10%,-2,1%,3%,-6,1%,-1%
CCOc1ccc(CCNC(=O)C2CCC(=O)N2CCc2ccccc2)cc1OCC (configuration not stated),-7,0,13%,3%,72,-2%,10%,9,x,-7%
COc1cccc(CN2CCN(Cc3nc(C(C)C)cs3)CC2CCO)c1 (configuration not stated),-13,2,-1%,-1%,13,-4%,9%,-11,1%,-1%
CCn1c(SCC(=O)NC2CCCC2)nnc1C(C)C,21,1,5%,1%,3,4%,-1%,5,6%,-2%
N#Cc1cn(Cc2ccccc2)c2ccccc12,-15,8,1%,-1%,0,0%,0%,1,5%,u
